SKN-1 block = C. elegans SKN-1 inhibition | C. elegans VP596 Pgst-4::GFP/RFP ratio, acrylamide-induced, 24 h | inhibition, % at 21.8 µM | 360,000 compounds, 0.49% hits;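 active = interference check ratio from 0.5 to 1.5 plus GFP to RFP signal ratio inhibition reaching or exceeding a fixed threshold, cut at about 30% in these data, passing the limit was not always enough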; note: some compounds called inactive have numbers as strong as hits
Rin1-Abl PPI inh = blocks binding of human Rin1 to Abl; 360,000 compounds, 0.4% hits; TR-FRET Rin1/Abl binding, biochemical; AID 588664; P00519+Q13671; inhibition, % at 7.35 µM; in the data active = inhibition above about 5%, passing the limit was not always enough
Target sequence (P00519 whole entry, looked up): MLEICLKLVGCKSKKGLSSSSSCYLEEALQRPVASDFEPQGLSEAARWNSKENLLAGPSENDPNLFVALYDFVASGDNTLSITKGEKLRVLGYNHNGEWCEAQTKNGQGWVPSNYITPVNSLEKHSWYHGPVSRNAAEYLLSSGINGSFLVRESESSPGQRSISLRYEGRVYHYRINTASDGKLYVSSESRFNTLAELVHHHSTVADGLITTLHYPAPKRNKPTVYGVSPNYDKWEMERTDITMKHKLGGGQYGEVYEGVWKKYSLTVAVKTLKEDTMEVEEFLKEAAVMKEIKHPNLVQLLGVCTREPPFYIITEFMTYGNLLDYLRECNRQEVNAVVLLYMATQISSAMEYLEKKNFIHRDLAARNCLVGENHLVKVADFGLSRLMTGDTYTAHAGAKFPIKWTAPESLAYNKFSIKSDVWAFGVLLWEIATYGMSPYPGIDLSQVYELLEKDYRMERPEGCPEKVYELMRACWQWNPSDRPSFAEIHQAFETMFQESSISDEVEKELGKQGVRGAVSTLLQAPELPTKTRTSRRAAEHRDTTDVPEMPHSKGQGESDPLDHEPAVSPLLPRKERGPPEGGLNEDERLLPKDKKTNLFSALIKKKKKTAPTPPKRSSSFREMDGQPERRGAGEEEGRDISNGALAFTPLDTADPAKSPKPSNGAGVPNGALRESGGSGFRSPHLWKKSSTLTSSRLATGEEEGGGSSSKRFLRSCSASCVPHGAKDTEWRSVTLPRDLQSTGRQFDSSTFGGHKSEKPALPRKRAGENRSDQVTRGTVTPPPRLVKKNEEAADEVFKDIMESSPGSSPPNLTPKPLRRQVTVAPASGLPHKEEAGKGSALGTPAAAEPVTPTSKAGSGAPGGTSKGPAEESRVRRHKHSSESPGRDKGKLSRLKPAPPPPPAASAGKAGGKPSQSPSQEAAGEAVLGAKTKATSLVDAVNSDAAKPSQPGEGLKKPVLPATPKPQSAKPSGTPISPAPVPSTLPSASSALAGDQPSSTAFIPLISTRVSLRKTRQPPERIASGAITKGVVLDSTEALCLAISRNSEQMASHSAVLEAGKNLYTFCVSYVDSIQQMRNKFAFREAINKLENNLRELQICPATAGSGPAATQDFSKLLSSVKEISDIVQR
Target sequence (Q13671 whole entry, looked up): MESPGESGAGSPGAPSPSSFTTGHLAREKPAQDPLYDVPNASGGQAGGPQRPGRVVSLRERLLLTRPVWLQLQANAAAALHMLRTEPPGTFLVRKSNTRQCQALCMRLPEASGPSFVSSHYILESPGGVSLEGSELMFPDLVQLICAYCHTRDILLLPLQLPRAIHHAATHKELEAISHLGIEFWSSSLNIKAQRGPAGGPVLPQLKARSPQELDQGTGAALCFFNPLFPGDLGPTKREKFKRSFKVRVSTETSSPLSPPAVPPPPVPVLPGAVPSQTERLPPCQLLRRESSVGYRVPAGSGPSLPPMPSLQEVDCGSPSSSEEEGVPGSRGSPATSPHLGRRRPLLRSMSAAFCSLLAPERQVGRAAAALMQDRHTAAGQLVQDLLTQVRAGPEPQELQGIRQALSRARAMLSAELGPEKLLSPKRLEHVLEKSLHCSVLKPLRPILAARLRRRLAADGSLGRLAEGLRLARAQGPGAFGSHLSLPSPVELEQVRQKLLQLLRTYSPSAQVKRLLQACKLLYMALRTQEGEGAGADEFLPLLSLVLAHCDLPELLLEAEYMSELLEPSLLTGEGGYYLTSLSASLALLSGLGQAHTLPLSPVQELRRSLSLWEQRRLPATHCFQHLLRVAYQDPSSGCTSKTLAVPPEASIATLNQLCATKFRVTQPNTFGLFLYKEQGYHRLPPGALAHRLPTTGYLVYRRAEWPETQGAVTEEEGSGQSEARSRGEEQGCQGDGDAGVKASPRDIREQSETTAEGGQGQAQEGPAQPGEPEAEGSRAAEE
FAS-TE inh = FAS thioesterase (human) inhibition; 360,000 compounds, 0.67% hits; inhibition, % at 15 µM; P49327; recombinant FAS-TE, OMFH fluorogenic substrate, fluorescence endpoint;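 active = compounds whose normalised, plate-corrected inhibition of enzyme fluorescence in the single-dose primary screen is 50% or more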;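 note: 0% = DMSO with enzyme and 100% = substrate without enzyme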
eLon inh = inhibitors of E. coli Lon protease; P0A9M0; purified E. coli Lon protease, fluorescence polarization; inhibition, % at 7.94 µM; 360,000 compounds, 0.42% hits; in the data active = inhibition above about 13%, passing the limit was not always enough;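 note: 0% = enzyme with probe and DMSO and 100% = no enzyme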
Neddylation inh = cullin neddylation inhibition; TR-FRET cullin neddylation, biochemical; AID 651699; 360,000 compounds, 0.58% hits; calls only at 25 µM; in the data active = inhibition above about 36%
MLLE-PAM2 inh = inhibitors of microRNA-mediated deadenylation, human PABP1 MLLE binding; GST-MLLE / FITC-PAM2 fluorescence polarization; inhibition, % at 20 µM; 360,000 compounds, 0.36% hits; AID 588489; in the data active = inhibition above about 35%, passing the limit was not always enough;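 note: plate controls were DMSO wells with GST-MLLE for no effect and wells lacking GST-MLLE protein for full effect; some results filed as inactive read as strong as hits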
CendR NRP1 mod = alters CendR peptide binding to human NRP-1. AID 602438. FAM-RPARPAR peptide binding to NRP-1, fluorescence polarization. inhibition, % at 25 µM. 360,000 compounds, 0.85% hits. O14786;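 active = inhibition or corrected inhibition above about 18%, plus a signal ratio from 0.5 to 1.5, limit read from the data, passing the limit was not always enough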; note: strong numbers were not always called active
MsrA act = bovine methionine sulfoxide reductase A activation. purified bovine MsrA, absorbance read-out. activation, % at 10.6 µM. 360,000 compounds, 0.3% hits. AID 602163; in the data active = activation above about 7.5%;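 note: 0% = vehicle and 100% = reference activator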
MT1-MMP act inh = blocks activation of human MT1-MMP; P50281; HT1080 RFP-PRO-GFP cells, GFP/RFP ratio fluorescence, overnight; percent of plate control window, DMSO zero; GFP/RFP ratio change, % at 20 µM; 360,000 compounds, 0.061% hits;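 active = GFP/RFP ratio change of at least 30% with cell ATP level not reduced by more than half and red fluorescence within 50% of control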; note: strong numbers were not always called active
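Material: RFP-PRO-GFP reporter HT1080 cells. Dosing: single-point 20 µM compound, 1% DMSO. Controls: DMSO and RFP-L50D-GFP cell wells. Timing: cells overnight before dosing, compound overnight, 37 °C, 5% CO2. Measure: GFP/RFP fluorescence ratio.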
* hit, by the source's call; i = inactive; / = no result given.

SMILES | SKN-1 block | Rin1-Abl PPI inh | FAS-TE inh | eLon inh | Neddylation inh | MLLE-PAM2 inh | CendR NRP1 mod | MsrA act | MT1-MMP act inh
CCOC(=O)C1=CCN(S(=O)(=O)c2ccccc2C)C1c1ccc(F)cc1 (centres undefined) | 10 | 3 | 16 | 1 | i | 0 | 15 | -5 | -2
Cc1nc2c(c(=O)n1CCC1=CCCCC1)c1nc3ccccc3nc1n2/N=C/c1ccccc1 | -2 | 5 | 4 | -1 | i | -17 | 6 | -5 | 0
O=C(CSc1nc2ccccc2[nH]1)Nc1nc(-c2ccccc2)c(-c2ccccc2)o1 | 4 | -2 | 6 | -6 | i | -24 | 11 | -2 | 8
Cc1sc2nc(CN3CCCC3)nc(Cl)c2c1C | 4 | -3 | -12 | -3 | i | -1 | -15 | -4 | -3
COC(=O)c1ccc(CNC(=O)C(NC(=O)c2ccco2)C(C)C)cc1 (centres undefined) | -1 | 3 | -6 | 4 | i | -10 | 11 | -2 | -7
COc1cc(OC)cc(C(=O)NCC(=O)N2CC=C(c3ccccc3)CC2)c1 | 15 | 2 | 3 | -8 | i | 5 | 2 | 0 | -11
CC(NC(=O)c1ccc(F)cc1)C(c1cccs1)N1CCN(C)CC1 (centres undefined) | 12 | 1 | -7 | -4 | i | -9 | 12 | -1 | -4
O=C1N=C(N2C=CC(=C3C=CNC=C3)C=C2)/C(=C/N=NC(=O)c2ccccc2O)S1 | 8 | -11 | -8 | 40* | i | 48* | 41* | -5 | -9
COc1ccccc1NC(=O)c1ccc(Br)c(S(=O)(=O)N2CCCC2)c1 | -16 | -1 | 11 | 3 | i | 6 | -4 | -10 | 7
CC(OC(=O)CN1C(=O)C2CCCCC2C1=O)C(=O)Nc1ncc(Cl)cc1Cl (centres undefined) | -3 | 1 | -4 | -3 | i | 3 | -2 | -2 | 9
CCOCCCNC(=O)C(c1ccc(C)cc1)N(Cc1ccc2c(c1)OCO2)C(=O)CNC(C)=O (centres undefined) | -9 | -1 | -6 | 6 | i | -4 | 4 | -14 | 1
CC1Cc2ccccc2N1CC(=O)c1c(N)n(Cc2ccccc2)c(=O)n(C)c1=O (centres undefined) | 13 | -2 | 6 | -12 | i | -4 | -10 | -4 | 7
C=CCn1c(SCc2ccc(C(=O)Nc3nccs3)cc2)nnc1-c1ccc(C)c(Cl)c1 | 0 | 2 | 26 | -6 | i | -156 | -6 | -4 | -11
COc1ccccc1CNC(=O)CN(C)CC(=O)Nc1cccc(F)c1 | 5 | -7 | -5 | 5 | i | -16 | 8 | 0 | 3
O=C(CN1C(=O)c2ccccc2S1(=O)=O)Nc1ccc([N+](=O)[O-])cc1 | 9 | -3 | 19 | 4 | i | -9 | 3 | -4 | 2
Cc1ccc(C(=O)COC(=O)[C@@H](NC(=O)c2ccco2)C(C)C)s1 | -3 | 4 | 1 | 6 | i | 0 | 5 | -12 | 0
CCOC(=O)N1CCN(C(=O)COC(=O)c2ccc(S(=O)(=O)N(CC)CC)cc2)CC1 | 0 | 2 | -7 | 3 | i | 3 | 6 | -5 | 1
COc1ccc(-c2nc(NC(=O)CSc3nnc(C)s3)ns2)cc1 | -24 | -13 | -5 | -9 | i | -16 | -9 | -11 | -6
COc1ccc(NC(=O)Nc2cccc3[nH]c([C@@H]4O[C@H](CO)[C@@H](O)[C@H](O)[C@H]4O)nc23)cc1OC1CCCC1 | 15 | -3 | -5 | -2 | i | -5 | -10 | 0 | 6
CCC(C)N(C(=O)COc1ccc(Br)cc1C=O)C1CCS(=O)(=O)C1 (centres undefined) | 0 | 4 | -6 | -2 | i | -11 | -11 | -6 | -1
COc1ccc(-c2nc(N)ncc2-c2ccccc2)c(O)c1 | -9 | -1 | 1 | -1 | i | 7 | 6 | -5 | -1
O=C(CSC(=S)N1CCCC1)Nc1ccc(Br)cc1Cl | 14 | 1 | 23 | -1 | i | 11 | 5 | -1 | -1
CC(=O)N(CCC(c1ccccc1)c1ccco1)Cc1cccs1 (centres undefined) | 18 | -6 | 10 | -4 | i | 18 | -5 | 0 | -12
CCn1c(/C=C/c2ccc(O)cc2)nc2ccccc2c1=O | 12 | -4 | -1 | -34 | i | -1 | 3 | -7 | -8
COc1ccccc1NC(=O)C(=O)NCc1ccncc1 | 6 | -1 | -4 | 0 | i | 4 | -8 | -13 | -1
Cc1ccccc1NC(=O)c1nn(C)c2c1CS(=O)(=O)c1ccccc1-2 | 18 | -4 | 3 | -2 | i | -12 | -3 | -2 | -1
COCCN(C(=O)C1CCCO1)c1c(N)n(CC(C)C)c(=O)[nH]c1=O (centres undefined) | -22 | 1 | -7 | -3 | i | -19 | 6 | -1 | -1
CCC(C)N1C(=O)S/C(=C/c2ccc3c(c2)n(C)c(=O)n3C)C1=O (centres undefined) | 4 | 3 | -2 | -5 | i | 4 | 11 | -13 | 6
COc1ccc2[nH]c(=O)c(CN(CCO)C(=O)c3ccccc3F)cc2c1 | -4 | 1 | -3 | -4 | i | -3 | 10 | 2 | -3
CCc1cc2c(SCC(=O)c3ccc(Cl)s3)ncnc2s1 | -11 | -18 | 14 | -8 | i | 0 | -3 | -7 | -3
Cc1nc2ccccc2n1CC(=O)OCC(=O)NCc1ccccc1 | -12 | 2 | -2 | 4 | i | 0 | 9 | -1 | 1
CCOc1ccc2nc(NC(=O)C3CCN(C(=O)c4ccco4)CC3)sc2c1 | 0 | 8.0* | -3 | 9 | i | -2 | 23 | -3 | 2
COc1nc2c(s1)C(=O)NCCC2 | -20 | 0 | -4 | -6 | i | -2 | -7 | -3 | -1
COc1ccc(/C=C/C(=O)Nc2cccc(F)c2)cc1S(=O)(=O)N1CCOCC1 | 6 | 0 | 5 | 4 | i | 4 | 23* | -4 | -5
C=CCNCCCOc1ccc(C)cc1Br | 9 | 1 | -6 | -7 | i | 0 | -11 | -2 | 4
CC(CCc1ccccc1)NC(=O)[C@@H]1Cc2ccccc2CN1 (some centres undefined) | 2 | 3 | 6 | -7 | i | 6 | -5 | -1 | -1
CCOC(=O)N1CCN(Cc2ccc(F)cc2F)CC1 | 6 | -4 | -5 | 7 | i | -2 | 8 | -1 | -3
COc1ccc(CCNC(=O)CN(CCc2ccccc2)S(C)(=O)=O)cc1 | -3 | 2 | -5 | -1 | i | 9 | 7 | -4 | 3
Cc1ccc(CSc2nccc(-c3c(C)nc4ccccn34)n2)cc1 | -14 | 2 | 10 | -1 | / | 4 | -1 | 0 | -7
Cn1c(=O)c2c(SCC(=O)N3CCCc4ccccc43)nc(C3CC3)nc2n(C)c1=O | 10 | 1 | 25 | 1 | i | -8 | -15 | -1 | -4
Cn1nccc1-c1coc2c(C(=O)NCC3CCOCC3)cccc12 | -11 | 2 | -9 | -15 | i | -6 | 1 | 2 | 6
Cc1ccc(Cc2c(-c3cccc(Cl)c3)nc3ccc(Cl)cn23)cc1 | 8 | -1 | 20 | -16 | i | -29 | -8 | -4 | 3
CCOc1ccc(NC(=O)Nc2cc(C(C)C)ccc2C)cc1 | -2 | -1 | -4 | 4 | i | 2 | 7 | -2 | 4
CC(C)CN(C(=O)COC(=O)c1ccc2ccccc2n1)C1CCS(=O)(=O)C1 (centres undefined) | -1 | -3 | -2 | 4 | i | 0 | -11 | 0 | 3
COc1ccc(C(=S)N2CCN(C)CC2)cc1 | -9 | -4 | -14 | 0 | i | 22 | 4 | -1 | 0
Clc1ccc(OCc2nc3ccccc3[nH]2)cc1 | 19 | 1 | 2 | 2 | i | 3 | 5 | -2 | 6
O=C(Nc1cccc2ccccc12)N1N=CCC1c1ccccc1 (centres undefined) | 10 | -4 | 18 | -8 | i | 4 | 2 | -4 | 0
CC1CCCCC12NC(=O)N(CC(=O)N1CCc3ccccc3C1)C2=O (centres undefined) | -6 | 1 | -6 | -10 | i | -5 | 7 | -4 | 6
CC(=O)Nc1ccc(NC(=O)C(C)Sc2n[nH]c(=O)n2Cc2ccccc2)cc1 (centres undefined) | 8 | 1 | -5 | 8 | i | -12 | 5 | -2 | 2
C=CCCN(C(CC(C)C)C(=O)OC)S(=O)(=O)c1cc(Br)ccc1Br (centres undefined) | 12 | 4 | 28 | 1 | i | -7 | 14 | 0 | -1
CCOC(=O)C1=C(C)NC(=O)C(C(N)=O)C12CCCCC2 (centres undefined) | 0 | -1 | -7 | -2 | i | -1 | 1 | -4 | 1
CC(=O)O/N=C(/c1nonc1N)N(C)C | 0 | 4 | -2 | -1 | i | 6 | 7 | -5 | -1
O=C(COC(=O)CCN1C(=O)/C(=C\C=C\c2ccccc2)SC1=S)Nc1ccc(Br)cc1 | 14 | -4 | 20 | -10 | i | -30 | -14 | -2 | 2
O=C(Cc1n[nH]c(=O)[nH]c1=O)N/N=C/c1c(O)ccc2ccccc12 | 7 | 1 | -4 | 5 | i | -19 | -5 | -6 | 0

Structures above that have an aryl thioether with sulfur outside any ring, in the order listed:
SMILES | SKN-1 block | Rin1-Abl PPI inh | FAS-TE inh | eLon inh | Neddylation inh | MLLE-PAM2 inh | CendR NRP1 mod | MsrA act | MT1-MMP act inh
O=C(CSc1nc2ccccc2[nH]1)Nc1nc(-c2ccccc2)c(-c2ccccc2)o1 | 4 | -2 | 6 | -6 | i | -24 | 11 | -2 | 8
C=CCn1c(SCc2ccc(C(=O)Nc3nccs3)cc2)nnc1-c1ccc(C)c(Cl)c1 | 0 | 2 | 26 | -6 | i | -156 | -6 | -4 | -11
COc1ccc(-c2nc(NC(=O)CSc3nnc(C)s3)ns2)cc1 | -24 | -13 | -5 | -9 | i | -16 | -9 | -11 | -6
CCc1cc2c(SCC(=O)c3ccc(Cl)s3)ncnc2s1 | -11 | -18 | 14 | -8 | i | 0 | -3 | -7 | -3
Cc1ccc(CSc2nccc(-c3c(C)nc4ccccn34)n2)cc1 | -14 | 2 | 10 | -1 | / | 4 | -1 | 0 | -7
Cn1c(=O)c2c(SCC(=O)N3CCCc4ccccc43)nc(C3CC3)nc2n(C)c1=O | 10 | 1 | 25 | 1 | i | -8 | -15 | -1 | -4
CC(=O)Nc1ccc(NC(=O)C(C)Sc2n[nH]c(=O)n2Cc2ccccc2)cc1 (centres undefined) | 8 | 1 | -5 | 8 | i | -12 | 5 | -2 | 2

High-throughput results as filed in PubChem BioAssay.
